From PubChem BioAssay
OXTR ag = human OXTR agonism. P30559. CHO-OTR cells, Fluo-8 calcium fluorescence; normalized: DMSO 0%, oxytocin 100%. activation, % at 3 µM. 0.32% of 320,000 active;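 active means activation above the mean of all tested compounds plus 3 SD, cutoff set per screening run, cut at about 20% in these data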;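 further: peak over basal fluorescence ratio from a 100 s FLIPR kinetic read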
Target sequence (P30559 whole entry, looked up): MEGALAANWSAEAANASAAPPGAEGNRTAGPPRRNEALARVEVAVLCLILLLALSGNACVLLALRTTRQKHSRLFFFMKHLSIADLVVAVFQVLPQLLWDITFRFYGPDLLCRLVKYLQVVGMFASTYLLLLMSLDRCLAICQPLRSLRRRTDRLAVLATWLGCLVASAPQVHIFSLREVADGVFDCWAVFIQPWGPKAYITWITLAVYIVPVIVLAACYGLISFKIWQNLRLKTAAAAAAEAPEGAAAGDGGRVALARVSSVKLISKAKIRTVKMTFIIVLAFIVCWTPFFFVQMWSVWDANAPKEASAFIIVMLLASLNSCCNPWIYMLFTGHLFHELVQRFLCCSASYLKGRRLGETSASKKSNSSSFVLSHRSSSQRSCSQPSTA
V1R ag counter = V1a receptor agonism, counter-screen for OXTR agonists. P37288. CHO-V1R cells, Fluo-8 calcium fluorescence, agonist mode; 0% DMSO, 100% 3 nM vasopressin. activation, % at 3 µM. 0.25% of 320,000 active;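 active means activation above the mean activation of all tested compounds plus 3 SD, per screening run, cut at about 20% in these data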;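 further: signal is peak over basal fluorescence ratio across a 100 second FLIPR read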
MEKK2wt PB1 HTS = raises or lowers MEK5 binding to wildtype human MEKK2 PB1 domain; Q9Y2U5; bead flow cytometry, Alexa488-MEK5 binding to MEKK2 WT; actives lie on both sides; binding response (% of control), % at 10 µM; 1.1% of 290,000 active; AID 1531; in the data active means binding response below about 67% or above about 130%
OXTR potentiate = human OXTR potentiation. AID 2445. CHO-OTR cells, Fluo-8 calcium fluorescence, potentiator mode; 0% = oxytocin EC15, 100% = EC100. activation, % at 3 µM. 0.061% of 320,000 active. P30559;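 active means activation above that plate's cutoff, the mean activation of tested compounds plus 3 SD, cut at about 6.6% in these data, passing the limit was not always enough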;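 further: 100% uses oxytocin at 75 nM as the full agonist control; some results filed as inactive read as strong as hits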
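assay system = CHO-OTR cells, human receptor | schedule = compound 6 min at room temperature before oxytocin, 100 s read | detection = Fluo-8 intracellular calcium fluorescence, ex 470-495, em 515-575 nm | evaluation = normalized max/min fluorescence ratio, % activation | control set = EC15 oxytocin alone as 0%, 75 nM oxytocin (EC100) as 100%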
MEKK2 mut-MEK5 = signal of MEK5 binding to mutant human MEKK2 PB1 domain | bead flow cytometry, Alexa488-MEK5 binding to MEKK2 mutant | percent response, % at 10 µM | 0.35% of 290,000 active | AID 1530; in the data active means percent response above about 24%, passing the limit was not always enough; further: inactives centre near 1; some results filed as inactive read as strong as hits
NALP1 inh = NALP1 inhibition; 0.61% of 280,000 active; S. cerevisiae NALP1/ASC/caspase-1 growth, X-gal OD620, 72 h; inhibition, % at 10 µM; AID 2071; in the data active means inhibition mostly above about 24%, no sharp cut-off; inactive means mostly below about 32%; further: some compounds called inactive have numbers as strong as hits
GalR3 antagonist = blocks the human galanin receptor 3. 0.44% of 360,000 active. O60755. inhibition, % at 3 µM. AID 651719. HEK293 GalR3-CNG cAMP membrane potential fluorescence; galR3 body fused to GalR1 C-terminus;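 active means inhibition above the screen-wide average plus 3 SD, cut at about 13% in these data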;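 further: forskolin and galanin both at EC90 stimulate the cells; cAMP rise reported by CNG channel membrane potential dye signal; 0% = forskolin plus galanin with DMSO and 100% = forskolin alone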
Target sequence (O60755 1-299 limits assumed): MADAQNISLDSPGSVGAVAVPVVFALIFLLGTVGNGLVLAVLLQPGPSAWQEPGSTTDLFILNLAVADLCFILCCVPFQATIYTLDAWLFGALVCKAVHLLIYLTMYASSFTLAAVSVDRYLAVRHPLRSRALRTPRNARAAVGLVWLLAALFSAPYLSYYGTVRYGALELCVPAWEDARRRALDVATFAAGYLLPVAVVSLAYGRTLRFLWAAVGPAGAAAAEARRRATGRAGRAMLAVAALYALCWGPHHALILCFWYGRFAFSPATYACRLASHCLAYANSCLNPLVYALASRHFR
PfM18AAP inh = PfM18AAP enzyme inhibition. inhibition, % at 7.35 µM. AID 1822. 1.2% of 290,000 active. recombinant PfM18AAP, H-Glu-NHMec fluorogenic cleavage;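 active means inhibition above the campaign mean inhibition over all tested compounds plus 3 SD, cut at about 28% in these data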;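 further: 0% = plate median of test compound wells and 100% = 2 mM ZnCl2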
GPR7 antagonist = blocks human GPR7 receptor signaling; GPR7-expressing cells, fluorescence antagonist assay; inhibition, % at 4.4 µM; 1.1% of 290,000 active; AID 1861; in the data active means inhibition above about 16%, passing the limit was not always enough;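 further: cells stimulated with the agonist NPW; 0% = agonist with vehicle and 100% = vehicle without agonist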
Numbers without * were called inactive; . = no result given.

SMILES	OXTR ag	V1R ag counter	MEKK2wt PB1 HTS	OXTR potentiate	MEKK2 mut-MEK5	NALP1 inh	GalR3 antagonist	PfM18AAP inh	GPR7 antagonist
CN(C)CC(O)COc1ccc(-c2ccc(C#N)cc2)cc1 (stereo unspecified)	1.4	0.9	123	-10	14	-3	-1	-2	-9
CN(C)Cc1nc2c(c(=O)[nH]1)C1(CCCCC1)Cc1ccccc1-2	-0.6	0.4	99	-8	-4	17	-3	-2	3
CC1(C)CC(=O)c2cc(C(=O)Nn3cnnc3)c(=O)n(-c3ccccc3)c2C1	-0.3	0.7	88	-9	-12	-1	-6	20	-13
O=S(=O)(NCC1CC1)c1ccc(F)c(Cl)c1	-0.9	-1.1	97	-2	0	-4	-7	-4	-15
N#Cc1c(NC(=O)CN2CCCCC2)sc2c1CCC2	-0.2	0.0	100	-7	10	.	0	11	-2
COc1ccccc1-n1c(Cc2cccs2)n[nH]c1=S	0.2	0.6	83	2	-5	-16	-3	15	0
O=C(Nc1nnc(-c2ccc(Cl)cc2)o1)c1ccc(N2C(=O)CCC2=O)cc1	0.6	-0.5	100	0	-2	0	-3	-4	0
Cc1cccc(-c2nc(CSCC(=O)N3CCN(c4ccccn4)CC3)c(C)o2)c1	13	8.2	99	-9	2	-5	-4	3	-1
COC(=O)c1ccc(-n2c(C)ccc2-c2ccccc2)cc1	-0.8	0.2	103	-6	1	36	-6	-6	-8
COc1ccc(/C=C/C(=O)NC(=S)NCCc2ccc(OC)c(OC)c2)cc1	-0.6	1.5	100	-1	4	5	0	3	-9
Cc1cccc(N2CCN(Cc3nc(-c4ccc(F)cc4F)oc3C)CC2)n1	-1.6	-0.6	116	-15	6	16	-2	-3	3
Cc1nn(C)c(C)c1CN(C)C(=O)C1c2ccccc2Oc2ccccc21	0.1	-0.1	106	-5	4	9	-4	-5	9
O=C(c1ccccc1C(=O)N1CCN(c2ccccc2F)CC1)N1CCN(c2ccccc2F)CC1	-2.4	-0.8	103	4	4	7	-6	-21	1
COC(=O)c1sc(NC(=O)C2c3ccccc3Oc3ccccc32)c(C(=O)OC)c1C	-0.5	0.4	101	-1	-1	12	2	1	-6
COc1ccc(OCC(=O)NS(=O)(=O)c2ccccc2)cc1	1.7	0.6	98	3	-1	20	-5	-8	-13
CCOc1ccc(C(=O)CN2CCN(S(=O)(=O)c3ccc(Cl)cc3)CC2)cc1	-0.3	1.1	106	-15	7	8	0	0	-5
CCCOc1ccc(/C=C/C(=O)O)cc1OC	0.3	-0.8	95	-6	-4	7	-10	-2	-6
CCOC(=O)c1ccc(NC(=O)c2ccccc2N(C)S(=O)(=O)c2ccccc2)cc1	-1.6	-0.4	103	-10	3	28	1	-6	-7
CN(C)C(=O)CCCc1nc(-c2ccc(Cl)cc2)no1	4.4	3.8	102	-4	4	4	-2	-10	3
Cc1cccc(C)c1NC(=O)COC(=O)c1ccc(N2CCCC2)c([N+](=O)[O-])c1	0.3	1.0	100	2	-1	33	-1	4	-11
C=CCn1c(CNC(=O)c2ccco2)nnc1SCC(=O)c1ccc(OC)cc1	-0.9	-0.4	98	-4	1	12	3	5	0
Cc1ccc(C)c(N2CCN(C(=O)Cn3c(=O)oc4cc(S(=O)(=O)N5CCCC5)ccc43)CC2)c1	-1.2	1.9	98	-10	0	22	.	3	-5
CCc1cc(=O)oc2cc(C)cc(OCC(=O)NCCc3c[nH]c4ccccc34)c12	3.3	1.2	105	-7	1	-8	-4	2	19
CSc1nc(C)nc(C2CC2)c1C#N	0.3	-0.2	103	-7	19	-14	-5	-3	-13
Cc1ccc(CO/N=C/C2=C(Cl)c3ccccc3CC2)cc1	0.0	0.8	108	-8	6	10	7	5	-7

A stretch from the list above:
SMILES	OXTR ag	V1R ag counter	MEKK2wt PB1 HTS	OXTR potentiate	MEKK2 mut-MEK5	NALP1 inh	GalR3 antagonist	PfM18AAP inh	GPR7 antagonist
C=CCn1c(CNC(=O)c2ccco2)nnc1SCC(=O)c1ccc(OC)cc1	-0.9	-0.4	98	-4	1	12	3	5	0
Cc1ccc(C)c(N2CCN(C(=O)Cn3c(=O)oc4cc(S(=O)(=O)N5CCCC5)ccc43)CC2)c1	-1.2	1.9	98	-10	0	22	.	3	-5
CCc1cc(=O)oc2cc(C)cc(OCC(=O)NCCc3c[nH]c4ccccc34)c12	3.3	1.2	105	-7	1	-8	-4	2	19
CSc1nc(C)nc(C2CC2)c1C#N	0.3	-0.2	103	-7	19	-14	-5	-3	-13
Cc1ccc(CO/N=C/C2=C(Cl)c3ccccc3CC2)cc1	0.0	0.8	108	-8	6	10	7	5	-7

Additional compounds.
SMILES	OXTR ag	V1R ag counter	MEKK2wt PB1 HTS	OXTR potentiate	MEKK2 mut-MEK5	NALP1 inh	GalR3 antagonist	PfM18AAP inh	GPR7 antagonist
CCOC(=O)c1c(NC(=O)C2CCCN(S(=O)(=O)c3ccccc3)C2)sc2c1CCCC2 (stereo unspecified)	-1.7	0.1	95	-11	-2	24	-8	0	-11
CCNc1ccc(C(=O)OCC(=O)NC(=O)NCC(C)C)cc1[N+](=O)[O-]	-1.4	0.3	98	-7	5	-7	1	7	-6
CCC(CO)Oc1cc(NCc2ccccc2O)c2ncn(C(C)C)c2c1 (stereo unspecified)	2.4	2.0	.	-6	.	.	-7	.	.
CCOc1ccccc1OCCCC(=O)Nc1sccc1C(N)=O	0.1	0.4	111	4	1	.	-4	-12	-4
Cc1ccc(CC2CC(=O)N(CCc3ccc4c(c3)OCO4)C2=O)cc1 (stereo unspecified)	-1.2	0.9	101	-8	0	13	-7	0	1
OCc1ccccc1CN1CCCCCC1	0.0	-0.7	.	-6	.	.	-7	.	.
CN(/N=C/c1ccc(Cl)cc1)c1ncc(Cl)cc1C(F)(F)F	-0.7	-0.3	109	-5	3	-2	-7	4	-11
N#CC1=C(N)C(C#N)(C#N)[C@H](c2ccsc2)[C@H]2COCC=C12	2.1	1.6	96	-3	1	-2	-4	9	-5
Cn1c(-c2ccc(F)cc2)cnc1NCc1ccccc1F	0.0	1.6	100	-7	1	19	-11	10	3
CCOC(=O)c1ccc(NC(=O)c2c(NCc3ccccc3)[nH]c(=O)[nH]c2=O)cc1	0.0	2.1	102	-2	3	.	-3	.	.
COc1cc(NC(=S)Nc2cccnc2)cc(OC)c1	0.0	-1.0	108	0	19	19	-5	3	-12
Cn1c(=O)c(N=O)c(N)n(Cc2ccccc2)c1=S	1.6	1.1	104	-5	1	.	-4	.	.
CCOc1ccc(OCCC(=O)NNC(=O)c2cc(OC)c(OC)c(OC)c2)cc1	-1.6	-0.7	.	-5	.	.	-1	.	.
CCN(CC)CCN(CC(=O)Nc1c(C)cc(C)cc1C)C(=O)c1ccccc1	-1.8	0.2	102	2	-3	-5	-4	0	2
CC1Cc2ccccc2N1C(=S)NC1CCCC1 (stereo unspecified)	-1.6	0.0	101	-1	2	5	-3	8	-8
O=Cc1cn(CC(=O)Nc2ccccc2)c2ccccc12	5.9	7.5	105	1	3	22	-3	-18	-1
COc1ccc(NC(=O)C2(c3ccc(NC(=O)c4ccc(OC)cc4)cc3)CCCC2)cc1	-1.0	-0.2	114	-9	11	9	-1	5	-9
Cc1cc(NC(=O)C(C)SCC(=O)Nc2ccccc2N2CCCC2)no1 (stereo unspecified)	-2.6	-0.4	.	-4	.	.	-2	.	.
CCCCNS(=O)(=O)c1ccc2nc(SCC(=O)Nc3cccc(F)c3)[nH]c2c1	0.7	0.0	97	-2	0	35	-2	0	-5
COC(=O)c1c(C(=O)OC)c(-c2ccc(F)cc2)n2c1CSC2	-1.8	-1.4	106	-11	11	2	-13	-6	-15
COC(=O)[C@@H]1CCCN1Cc1nc(Cc2ccccc2F)no1	-0.8	0.0	83	-8	-13	8	-5	10	4
COc1ccc(NC(=O)CCN2CCN(S(=O)(=O)c3ccc(OC)cc3)CC2)cc1	-0.8	-1.2	114	-14	5	-2	-4	-6	1
Cc1ccccc1NC(=O)c1onc2c1CCCC2	-1.8	0.3	.	-2	.	13	-1	9	-11
COCCOc1ccc(C(F)(F)F)cc1N	0.1	0.1	94	-14	-4	4	-2	0	-9
CC(C)(C)c1ccc(CSc2nnc(-c3ccccc3NC(=O)c3ccccc3)o2)cc1	-0.3	1.6	105	-4	-1	28	-1	-14	-4
The results go on.
SMILES	OXTR ag	V1R ag counter	MEKK2wt PB1 HTS	OXTR potentiate	MEKK2 mut-MEK5	NALP1 inh	GalR3 antagonist	PfM18AAP inh	GPR7 antagonist
CCc1ccc(C(=O)CN2C(=O)NC(C)(CCc3ccccc3)C2=O)cc1 (stereo unspecified)	-2.2	0.9	95	-4	0	19	5	-3	-6
Cc1cccc(C)c1NC(=O)CN1C(=O)COc2ccccc21	-0.1	0.5	93	-6	0	-11	-12	5	0
O=C(Nc1ncccn1)C1c2ccccc2Oc2ccccc21	2.5	2.0	98	0	1	-6	-4	-14	-3
CC(C)Sc1snnc1-c1ccccc1	-2.2	-0.7	97	-14	1	-12	-5	1	-8
Cc1noc(C)c1S(=O)(=O)N1CCC(C(=O)NCCN2CCC(C)CC2)CC1	0.0	-0.4	109	-2	3	-8	-3	0	-10
Cc1cc(C)cc(Nc2nc3ccc(C)cc3n3cnnc23)c1	-1.3	0.0	102	-17	0	0	-10	-9	-18
N/C(=N\OC(=O)c1ccc(Br)o1)c1cccnc1	-0.1	0.2	90	-8	-12	6	-5	5	-9
Cc1ccc(NC(=O)CN(C)S(=O)(=O)c2cccc3cccnc23)cc1C	2.5	3.0	104	-3	-1	4	.	4	-3
OCCN1CCN(c2ncnc3nc[nH]c23)CC1	0.9	1.3	104	2	6	22	3	0	-9
Cc1cc(C)n2nc(C(=O)OCC(=O)Nc3cc(Cl)ccc3C)nc2n1	-0.3	1.2	.	-5	.	.	-1	.	.

A few values from the entries so far:
CCNc1ccc(C(=O)OCC(=O)NC(=O)NCC(C)C)cc1[N+](=O)[O-] – MEKK2 mut-MEK5: 5
Cn1c(-c2ccc(F)cc2)cnc1NCc1ccccc1F – NALP1 inh: 19
